tim10-1 inh = growth inhibitors of tim10-1 mutant yeast, primary screen, luminescence, uHTS | 330,000 tested, 2.2% active | S. cerevisiae tim10-1 ts strain growth, BacTiter-Glo, 24 h | inhibition, % at 20 µM;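 active = inhibition of at least 40%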;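 note: mutant grown at 25 °C; 0% = DMSO wells with yeast and 100% = wells holding no yeast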
Apaf-1 inh = inhibitors of human Apaf-1 apoptosome, primary screen, biochemical, DEVD-Rh110 fluorescence, uHTS; inhibition, % at 20 µM; Apoptotic protease-activating factor 1 (Homo sapiens), O14727; reconstituted apoptosome caspase-3 activity; 330,000 tested, 0.71% active; active = inhibition of at least 40% at 20 µM;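 note: plate controls were DMSO wells for no effect and DEVD-CHO caspase inhibitor wells for full effect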
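Medium: Hepes buffer, pH 7.5 / System: biochemical Apaf-1 apoptosome reconstitution / Measured by: Rh110 fluorescence, excitation 480 nm, emission 540 nm / Times: compound with Apaf-1, dATP, procaspase-3 30 min, then 50 min reaction, room temperature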
TIM10 inh = growth inhibitors of isogenic TIM10 control yeast, primary screen, counter-screen for tim10-1 yeast inhibitor project, luminescence, uHTS. S. cerevisiae TIM10 strain growth, BacTiter-Glo luminescence, 24 h. inhibition, % at 10 µM. 330,000 tested, 1.4% active;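 active = inhibition of 40% or more at the single tested concentration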;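 note: wild-type TIM10 isogenic control strain grown at permissive 25 °C; 0% = DMSO yeast wells and 100% = minimal medium wells without yeast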
ATG4B inhibitor = ATG4B protease inhibitors, primary screen, biochemical, fluorescence, uHTS; Cysteine protease ATG4B (Homo sapiens), Q9Y4P1; ATG4B cleavage of LC3-PLA2, NBD-HPC fluorescence, 1 h; inhibition, % at 8.33 µM; 340,000 tested, 0.51% active; AID 504462, 2011; in the data active = inhibition above about 40%
Target sequence (Q9Y4P1 whole entry, looked up): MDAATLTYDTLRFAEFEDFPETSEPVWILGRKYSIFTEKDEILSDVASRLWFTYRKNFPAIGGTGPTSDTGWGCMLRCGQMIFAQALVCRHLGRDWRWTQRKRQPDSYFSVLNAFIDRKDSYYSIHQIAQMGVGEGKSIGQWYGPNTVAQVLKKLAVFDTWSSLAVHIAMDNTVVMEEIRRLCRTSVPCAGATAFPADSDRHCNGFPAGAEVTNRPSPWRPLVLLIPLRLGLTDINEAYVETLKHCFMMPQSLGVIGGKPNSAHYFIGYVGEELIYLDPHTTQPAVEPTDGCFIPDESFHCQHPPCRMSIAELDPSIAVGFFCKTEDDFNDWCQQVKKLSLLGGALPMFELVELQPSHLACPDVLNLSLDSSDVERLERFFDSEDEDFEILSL
hIAP activ = human IAP activators, primary screen, biochemical, luminescence, uHTS; purified human IAP, CDP-Star luminescence, 30 min; hits give high values; 1 = vehicle-only enzyme, 0 = enzyme-free background; activation factor at 10 µM; 330,000 tested, 0.16% active; AID 2524, 2010;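 active = activation factor of the enzyme at least 2-fold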; note: the source names both 10 and 20 µM as test concentration; values of inactives mirror those of a sister screen read the other way
Target sequence (P09923 whole entry, looked up): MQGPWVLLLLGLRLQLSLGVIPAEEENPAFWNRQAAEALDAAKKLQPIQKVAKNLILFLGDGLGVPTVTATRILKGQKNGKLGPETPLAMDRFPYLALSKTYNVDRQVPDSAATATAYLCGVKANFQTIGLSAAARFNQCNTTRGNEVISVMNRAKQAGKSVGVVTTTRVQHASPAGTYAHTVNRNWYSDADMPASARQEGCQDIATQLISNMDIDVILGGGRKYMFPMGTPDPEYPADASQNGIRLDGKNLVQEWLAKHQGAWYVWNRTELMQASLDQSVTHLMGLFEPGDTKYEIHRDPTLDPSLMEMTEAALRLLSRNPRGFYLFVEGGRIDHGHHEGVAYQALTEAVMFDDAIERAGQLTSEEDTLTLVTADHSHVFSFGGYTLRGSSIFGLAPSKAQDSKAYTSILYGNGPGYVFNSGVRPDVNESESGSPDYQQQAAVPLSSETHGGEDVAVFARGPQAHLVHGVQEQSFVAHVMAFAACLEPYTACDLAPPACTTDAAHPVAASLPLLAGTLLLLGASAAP
NALP3 yeast inh = NALP3 inflammasome inhibitors in reconstituted yeast, primary screen, luminescence, uHTS. inhibition, % at 10 µM. Yeast reconstituted NLRP3/ASC/caspase-1, beta-gal luminescence, 24 h. 330,000 tested, 0.39% active;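 active = inhibition of 50% or more; inactive = inhibition below 50%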;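 note: plate controls were induced DMSO wells for no effect and uninduced yeast grown without galactose for full effect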
mIAP inh = inhibitors of mouse IAP, primary screen, biochemical, luminescence, uHTS | 330,000 tested, 0.2% active | purified mouse IAP, CDP-Star luminescence, 30 min | intestinal alkaline phosphatase [Mus musculus] | inhibition, % at 10 µM | AID 2806, 2010;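 active = inhibition of at least 40% at 10 µM in the primary screen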;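 note: plate controls were DMSO with enzyme for no effect and no enzyme wells for full effect; values of inactives mirror those of a sister screen read the other way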
hIAP inh = human IAP inhibitors, primary screen, biochemical, luminescence, uHTS. purified IAP, CDP-Star luminescence, 30 min. inhibition, % at 10 µM. AID 2544, 2010. 330,000 tested, 0.12% active. Intestinal-type alkaline phosphatase (Homo sapiens), P09923;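 active = inhibition reaching a set limit with compound at 10 µM in the primary screen, cut at about 35% in these data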;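 note: plate controls were DMSO wells with enzyme for no effect and no-enzyme buffer wells for full effect; values of inactives mirror those of a sister screen read the other way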
mIAP act = activators of mouse IAP, primary screen, biochemical, luminescence, uHTS; intestinal alkaline phosphatase [Mus musculus]; muIAP, CDP-Star luminescence, 30 min; hits give high values; 1 = vehicle-only enzyme signal, 0 = enzyme-free wells; activation factor at 10 µM; 330,000 tested, 0.24% active; AID 2805, 2010;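 active = activation factor of at least 2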; note: the source names both 10 and 20 µM as test concentration; values of inactives mirror those of a sister screen read the other way
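Assay system: mouse IAP enzyme; reagent: chemiluminescent substrate CDP-Star; dosing: test compounds delivered from DMSO solution; schedule: 30 min at room temperature; measured by: luminescence from enzymatic CDP-Star hydrolysis; controls: DMSO-only wells and no-enzyme negative control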
* = called active by the depositor; . = no result given. Random draw from the library (roughly 4.5% active in at least one column).

SMILES	tim10-1 inh	Apaf-1 inh	TIM10 inh	ATG4B inhibitor	hIAP activ	NALP3 yeast inh	mIAP inh	hIAP inh	mIAP act
O=C(Nc1ccc2[nH]ccc2c1)c1ccc(F)cc1	2	-7	14	-8	1	34	6	-2	0.94
CC(C)(C)NC(=O)c1cnn(-c2ccccc2)c1NC(=O)c1ccccc1	6	5	-6	-5	1.1	14	-14	-13	1.1
C/[N+]([O-])=C\C1C(=O)CC(C)(C)CC1=O	7	1	-3	0	1.1	0	10	-6	0.9
Cc1cccc(/C=C2\Sc3ccc(C(=O)N4CCCCC4)cc3N(C)C2=O)c1	45*	34	0	13	0.87	13	2	13	0.98
COc1cc(CN2CCNC(=O)C2CC(=O)N(Cc2nccn2C)C(C)C)cc(OC)c1 (centres undefined)	-7	-15	-8	8	1	1	0	-4	1
O=c1nc(NC2CCCC2)ccn1Cc1cccc(Br)c1	15	-28	4	-7	1	18	-3	-1	1
CCCCn1c(SCC(=O)Nc2cc(C)on2)nc2cc(S(N)(=O)=O)ccc21	9	18	-3	-2	1.1	7	-4	-10	1
Nc1ncnc2c1ncn2[C@@H]1O[C@H](CNCC#Cc2ccccc2)[C@@H](O)[C@H]1O	2	-5	9	.	1.2	2	-1	-21	1
Cc1cc(Cl)cc(C)c1OCCNCc1ccccc1	12	5	14	0	0.98	32	10	2	0.9
CCOC(=O)N1CCN(C(=O)COC(=O)c2cc(C)ccc2C)CC1	8	-8	3	-5	0.94	12	1	6	0.99
CC(=O)c1cc2c(cc1NS(=O)(=O)c1ccc3c(c1)OCCO3)OCO2	24	-6	27	-2	0.95	2	-6	5	1.1
Cc1oc2c(c1C(=O)NCCCC(=O)O)CCCC2	0	-16	-2	5	1.2	11	3	-15	0.97
NC(=O)C1CCN(CC(=O)NC(=O)NC2CCCC2)CC1	7	4	12	-2	0.96	-2	-4	4	1
COc1cccc(-c2nc(CS(=O)(=O)CC(=O)NCCc3ccc(C)cc3)c(C)o2)c1	20	21	12	2	0.83	10	-23	17	1.2
Cc1cc2ncn(C(=O)c3ccc(F)cc3)c2cc1C	19	-4	0	-4	0.89	10	-4	11	1
Cn1ncc(Br)c1C(=O)NC1CCCCC1	-4	4	2	-6	0.79	7	3	22	0.97
O=C(NCc1cccnc1)C1c2ccccc2C(=O)N1C1CCCCCC1 (centres undefined)	3	-5	0	5	1	-1	7	-4	0.93
O=C(Oc1cccc2cccnc12)c1ccco1	-7	-1	7	-4	1	-10	6	-2	0.94
COc1cccc(C(=O)N2CCC(C(=O)NCc3ccco3)CC2)c1	-7	2	-1	5	1	8	0	-4	1
Cc1ccc(C(=O)NNC(=O)CCN2C(=O)C3CCCCC3C2=O)cc1 (centres undefined)	7	-10	1	1	1	-1	-6	0	1.1
CCNC(=S)NN(c1ccccc1)c1ccccc1	12	-8	12	-8	0.98	-1	1	2	0.99
N=c1scc(-c2ccccc2)n1/N=C/c1ccco1	18	-2	13	18	0.91	24	24	9	0.76
C/C(=N\NC(=S)NCc1ccccc1)c1ccc(Cl)s1	41*	15	39	-6	1.1	16	15	-8	0.85
O=[N+]([O-])/C(C(Cl)=C(Cl)Cl)=C1\Nc2ccccc2O1	-7	-5	-5	-2	1	4	10	-2	0.9
Cc1cc(SCC#N)nc2ccccc12	11	-16	1	-11	1	-9	-6	-2	1.1

The listing continues:
SMILES	tim10-1 inh	Apaf-1 inh	TIM10 inh	ATG4B inhibitor	hIAP activ	NALP3 yeast inh	mIAP inh	hIAP inh	mIAP act
CCn1c(C(C#N)/C(=N\S(=O)(=O)c2cccs2)c2ccccc2)nc2ccccc21 (centres undefined)	22	-4	24	-16	0.96	18	5	4	0.95
NC(=O)c1c(NC(=O)C(=O)NCCCN2CCOCC2)sc2c1CCCC2	17	2	1	-3	1.2	-7	6	-24	0.94
Cc1ccccc1-c1ccc(=O)n(CC(=O)Nc2ccc(S(=O)(=O)N(C)C)cc2)n1	10	7	-15	-8	1	8	-5	0	1.1
Cc1cccc(-n2ncc3c(NNC(=O)c4ccco4)ncnc32)c1	-16	10	-10	-3	3.5*	-1	4	-247	0.96
C=CCOc1ccc(CN(C)c2ccc(S(=O)(=O)N3CCN(C)CC3)cc2[N+](=O)[O-])cc1	21	23	13	-5	0.89	16	8	11	0.92
CNC(=O)CCc1ccc(OC)cc1	-10	13	-5	-8	1.2	3	-4	-20	1
CN1C(C)(C)CCCC1(C)C	-31	-4	-1	2	0.96	-3	-10	4	1.1
CCCNc1nc(NCC)nc(OC)n1	-3	-4	9	6	1.2	-6	5	-23	0.95
COc1ccc(CNC(=O)C2CCC(CNc3nc(=S)[nH]c4ccccc34)CC2)cc1 (centres undefined)	0	2	11	.	1.1	-1	-10	-12	1.1
CN(c1ccccc1)S(=O)(=O)c1cccc(NC(=O)CC(C)(C)C)c1	27	3	14	2	0.98	11	-9	2	1.1
O=C1c2c(O)cccc2Cc2cccc(O)c21	-19	17	-26	14	0.97	31	18	3	0.81
CN(C)S(=O)(=O)c1cc(C(=O)NCC2CCCO2)c(Cl)cc1Cl (centres undefined)	21	3	-12	-8	0.96	3	-1	4	1
COc1ccc(OC)c(NC(=O)CCc2nnc3ccc(NCc4ccco4)nn23)c1	-12	11	3	-7	0.97	-1	-4	3	1
COc1ccc(N2CCN(C(=O)c3cc4ccccc4o3)CC2)cc1	13	-5	1	-2	1	18	0	-5	0.99
CN(CC(=O)NCc1cccnc1)S(=O)(=O)c1ccc2c(c1)c(=O)n(C)c(=O)n2C	3	6	0	-4	1.2	11	1	-17	0.99
Cn1nc(C(F)(F)F)c(C(=O)Nc2ccc(F)cc2)c1Cl	-14	-4	-17	4	0.97	-2	-3	3	1
Cn1c(CNC(=O)c2ccco2)nnc1SCC(=O)N1CCN(c2ccccc2F)CC1	-15	11	-5	-4	0.94	18	6	6	0.94
COc1ccc([N+](=O)[O-])cc1NC(=O)Nc1ccc(OC)c(OC)c1	1	-1	1	-6	0.98	15	2	2	0.97
CC(C)[C@H](N)c1cn([C@@H](CO)C(=O)N2CCNCC2)nn1	7	2	6	7	1	9	4	-1	0.95
Cc1cc(N2C(=O)C(O)=C(C(=O)c3ccc(C)o3)C2c2ccc(OCc3ccccc3)cc2)no1 (centres undefined)	28	16	7	-8	0.88	12	6	12	0.94
Cn1ccnc1C(=O)c1ccc(NN)c([N+](=O)[O-])c1	11	1	3	-7	0.89	3	8	11	0.92
O=C1N/C(=C\c2ccccc2)c2ccccc21	15	-8	1	-13	0.89	26	15	11	0.85
Cc1ccc(NCCC(=O)c2ccccc2)cc1Cl	1	-13	-5	5	0.91	24	7	10	0.93
CC(=O)c1ccc(NC(=O)CCc2nnc3ccc(N4CCC5(CC4)OCCO5)nn23)cc1	11	-5	-7	2	0.92	20	-5	8	1
CCOC(=O)C1=C(C)OC(N)=C(C#N)C1c1ccc(OC)c(CSc2ccccn2)c1 (centres undefined)	34	10	28	-4	0.97	16	3	3	0.97
Cc1ccc(S(=O)(=O)N2CCCC(C(=O)NCCCN3CCCCC3C)C2)cc1 (centres undefined)	10	-8	-13	3	0.97	6	1	3	0.99

13 entries out of the list, sorted by molar mass, low to high.
SMILES	tim10-1 inh	Apaf-1 inh	TIM10 inh	ATG4B inhibitor	hIAP activ	NALP3 yeast inh	mIAP inh	hIAP inh	mIAP act
CN1C(C)(C)CCCC1(C)C	-31	-4	-1	2	0.96	-3	-10	4	1.1
CNC(=O)CCc1ccc(OC)cc1	-10	13	-5	-8	1.2	3	-4	-20	1
CCCNc1nc(NCC)nc(OC)n1	-3	-4	9	6	1.2	-6	5	-23	0.95
O=C1N/C(=C\c2ccccc2)c2ccccc21	15	-8	1	-13	0.89	26	15	11	0.85
O=C1c2c(O)cccc2Cc2cccc(O)c21	-19	17	-26	14	0.97	31	18	3	0.81
CC(C)[C@H](N)c1cn([C@@H](CO)C(=O)N2CCNCC2)nn1	7	2	6	7	1	9	4	-1	0.95
Cn1nc(C(F)(F)F)c(C(=O)Nc2ccc(F)cc2)c1Cl	-14	-4	-17	4	0.97	-2	-3	3	1
COc1ccc(N2CCN(C(=O)c3cc4ccccc4o3)CC2)cc1	13	-5	1	-2	1	18	0	-5	0.99
COc1ccc([N+](=O)[O-])cc1NC(=O)Nc1ccc(OC)c(OC)c1	1	-1	1	-6	0.98	15	2	2	0.97
CN(c1ccccc1)S(=O)(=O)c1cccc(NC(=O)CC(C)(C)C)c1	27	3	14	2	0.98	11	-9	2	1.1
Cc1ccc(S(=O)(=O)N2CCCC(C(=O)NCCCN3CCCCC3C)C2)cc1 (centres undefined)	10	-8	-13	3	0.97	6	1	3	0.99
CN(CC(=O)NCc1cccnc1)S(=O)(=O)c1ccc2c(c1)c(=O)n(C)c(=O)n2C	3	6	0	-4	1.2	11	1	-17	0.99
CCOC(=O)C1=C(C)OC(N)=C(C#N)C1c1ccc(OC)c(CSc2ccccn2)c1 (centres undefined)	34	10	28	-4	0.97	16	3	3	0.97

Screens (PubChem BioAssay)
